Screens: PubChem, National Center for Advancing Translational Sciences (NCATS)
uPA generation = inhibitors of cell surface uPA generation; cell surface uPA generation assay, qHTS; Potency, µM (top dose mostly 38.3 µM), without a hit: at the top dose activity change, negative = inhibition, most hits filed as inhibitors; hit rate 0.31% among 330,000; AID 540303; active = well fitted inhibition curve with a large enough effect; inconclusive = small, poorly fitted or top-dose-only effect; inactive = no such curve, though single readings can be large or run the other way; tested in mouse RAW 264.7 cells; also: % is scaled to controls: 0 for no effect and ±100 for the full control effect; nearly all actives have a fitted effect of over 55% in size
FLuc counter = counter-screen for miR-21 project: firefly luciferase inhibitors or activators; hit rate 6.9% among 360,000; purified FLuc, Km substrates, luminescence inhibition; Potency, µM (top dose mostly 57.5 µM), for the others: at the top dose activity change, negative = inhibition, hits mostly inhibitors;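 also: plate controls were vehicle for no effect and reference inhibitor for full effect; nearly all actives have a fitted effect of over 55% in size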
Target sequence (P08659 whole entry, looked up): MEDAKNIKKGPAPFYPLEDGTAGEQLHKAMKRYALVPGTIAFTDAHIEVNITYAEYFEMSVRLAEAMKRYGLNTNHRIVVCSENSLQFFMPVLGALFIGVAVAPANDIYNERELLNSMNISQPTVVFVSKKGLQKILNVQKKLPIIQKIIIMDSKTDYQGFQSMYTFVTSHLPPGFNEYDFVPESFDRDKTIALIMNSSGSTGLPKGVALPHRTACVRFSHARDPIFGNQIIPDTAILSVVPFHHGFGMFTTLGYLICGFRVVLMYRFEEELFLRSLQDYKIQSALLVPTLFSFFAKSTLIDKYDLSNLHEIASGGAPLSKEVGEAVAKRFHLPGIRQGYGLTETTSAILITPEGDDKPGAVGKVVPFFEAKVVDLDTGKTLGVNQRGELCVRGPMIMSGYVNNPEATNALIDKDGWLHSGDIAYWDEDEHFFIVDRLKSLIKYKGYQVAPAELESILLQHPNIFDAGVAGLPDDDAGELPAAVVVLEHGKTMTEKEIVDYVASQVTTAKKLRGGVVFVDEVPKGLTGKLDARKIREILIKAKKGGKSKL
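Biochemical qHTS of compounds, final roughly 60 µM downward over six points, against 10 nM purified firefly luciferase using Km concentrations of substrates (10 uM D-luciferin, 10 uM ATP) in Tris acetate pH 7.5 buffer; luminescence output.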
CXXC DNA block = MLL CXXC-DNA interaction inhibition; MLL-CXXC / FITC-HOXA9 DNA fluorescence polarization; AID 2662; Potency, µM (highest dose often 115 µM), for the others: at the top dose activity change, negative = inhibition, hits mostly inhibitors; hit rate 0.037% among 290,000; Q03164; active = well fitted inhibition curve with a large enough effect in the polarisation, with a control signal flat, not every such curve was filed as active; inconclusive = small, poorly fitted or top-dose-only effect, or effect the other way, or a change in a side signal; inactive = no such curve, though single readings can be large or run the other way; the % refers to the polarisation
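Steps: dispense CXXC domain solution (7 uM) → pin compounds or unlabeled HOX-A9 DNA control → 5 min ambient → add FLSN-HOX-A9 solution (50 nM) → spin → 30 min ambient → fluorescence polarization. Tris pH 7.5/NaCl/DTT/BSA buffer.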
ELG1 genotox = genotoxicity induction in ELG1-luciferase HEK293T cells; HEK293T ELG1-luciferase reporter, luminescence, 16 h; Potency, µM (top dose mostly 46 µM), for inactives: at the highest dose activity change, positive = activation, usual class: activators; hit rate 1.3% among 330,000; AID 504466; also: % of control where 0% means no effect; nearly all actives have a fitted effect of over 60% in size
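Step 1: seed 2,000 HEK293T ELG1-luciferase cells per well. Step 2: add compound or DMSO, incubate 16 hr at 37 °C. Step 3: ONE-Glo, 30 min at room temperature, read luminescence.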
NPC1 prom act = NPC1 promoter activation. Huh7 NPC1 promoter luciferase reporter, 24 h. Potency, µM (titrated, usually from 9.22 µM), inactives show top-dose activation, most hits filed as activators. hit rate 2.4% among 320,000. AID 485313;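 also: % of control where 0% means no effect; nearly all actives have a fitted effect of over 60% in size; reporter is driven by a mutant NPC1 promoter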
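NPC1 promoter–luciferase Huh7 cells; 24 h compound; luminescence.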
RORgamma inh = blocks mouse ROR gamma transcriptional activity. P51450. Drosophila S2 Gal4-RORgamma UAS-luciferase reporter, 20 h. Potency, µM (doses to about 53.6 µM), without a hit: at the highest dose activity change, negative = inhibition, actives largely listed as inhibitors. hit rate 5.4% among 310,000; also: % is scaled to controls: 0 for no effect and ±100 for the full control effect; nearly all actives have a fitted effect of over 60% in size
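Compounds are pin-transferred onto Drosophila Schneider cells expressing a copper-inducible Gal4–ROR gamma transactivation domain fusion. After 1 hr, copper sulfate is added to 700 uM final; luciferase is read 20 hr later.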
Gal4-VP16 FLuc = Gal4-VP16 reporter inhibition counter-screen | Drosophila S2 Gal4-VP16 UAS-luciferase, luminescence, 20 h | Potency, µM (titrated, usually from 53.6 µM), without a hit: at the highest dose activity, negative = inhibition, usual class: inhibitors | hit rate 3.5% among 310,000;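 also: Gal4-VP16 expression switched on by copper sulfate through the metallothionein promoter; % is scaled to controls: 0 for no effect and ±100 for the full control effect; nearly all actives have a fitted effect of over 50% in size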
BRCA1 expr act = BRCA1 expression activation; hit rate 1.1% among 380,000; Potency, µM (highest dose often 46.1 µM), for the others: at the top dose activation, hits mostly activators; MCF7-BRCA1-FFLuc reporter, luminescence, 48 h; response scale: scaled: vehicle 0%, 10 µM genistein 100%; also: nearly all actives have a fitted effect of over 80% in size; some results filed as inactive show a strong effect at the top dose
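Luminescence from a BRCA1-driven firefly luciferase in MCF7 cells was read after 48 h compound exposure at 37 C. Data normalized against DMSO and a 10microM genistein activation control, then curve-fitted across the titration.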
Rab9 prom act = activates the Rab9 promoter; AID 485297; Potency, µM (highest dose often 9.22 µM), for the others: top-dose activation, negative = inhibition, most hits filed as activators; Huh7 Rab9 promoter-luciferase reporter, luminescence, 24 h; hit rate 2.8% among 320,000; also: % of control where 0% means no effect; nearly all actives have a fitted effect of over 60% in size
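Using Huh7 cells stably transfected with Rab9 promoter–luciferase, compounds were incubated 24 h at 37 °C, 5% CO2; luciferase luminescence was read 10 min after reagent addition.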
p53 reactivation = re-activators of mutant p53; H1299 p53-A138V BP100-luciferase reporter, luminescence, 24 h; Potency, µM (series often up to 92.2 µM), inactives show at the highest dose activity change, positive = activation, actives largely listed as activators; hit rate 0.063% among 320,000; AID 504706; also: % of control where 0% means no effect; nearly all actives have a fitted effect of over 45% in size
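H1299 (p53-null), stable ts p53-A138V + BP100-Luc; 1000 cells/well, Opti-MEM/10% FBS; cpd 4 pt, 1:5; 24 h, 37 deg C, 5% CO2; detection reagent 10 min RT; luminescence.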
MBNL1 CUG block = inhibitors of human MBNL1 binding to CUG repeat RNA | Q9NR56 | TR-FRET MBNL1-His/biotin-(CUG)12 binding, 665/545 ratio | Potency, µM (titrated, usually from 57.5 µM), inactives show at the highest dose activity change, negative = inhibition, usual class: inhibitors | hit rate 0.036% among 280,000 | AID 2675; active = well fitted inhibition curve with a large enough effect in the signal ratio, with a control signal flat, not every such curve was filed as active; inconclusive = small, poorly fitted or top-dose-only effect, or effect the other way, or a change in a side signal; inactive = no such curve, though single readings can be large or run the other way; the % refers to the signal ratio; also: % is scaled to controls: 0 for no effect and ±100 for the full control effect
Target sequence (Q9NR56 whole entry, looked up): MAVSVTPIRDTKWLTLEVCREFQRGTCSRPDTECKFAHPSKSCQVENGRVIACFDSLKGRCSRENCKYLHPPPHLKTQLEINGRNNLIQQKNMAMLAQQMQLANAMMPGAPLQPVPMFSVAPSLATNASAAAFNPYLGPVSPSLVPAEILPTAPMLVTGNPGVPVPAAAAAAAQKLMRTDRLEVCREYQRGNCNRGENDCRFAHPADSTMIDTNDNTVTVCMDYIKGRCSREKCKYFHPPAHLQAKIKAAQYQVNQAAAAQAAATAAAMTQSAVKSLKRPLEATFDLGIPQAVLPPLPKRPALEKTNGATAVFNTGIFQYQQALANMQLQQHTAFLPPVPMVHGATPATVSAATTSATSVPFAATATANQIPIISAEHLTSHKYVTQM
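His-tagged MBNL1 binding to biotinylated (CUG)12 RNA was measured by TR-FRET using terbium anti-His antibody (0.055 ng/ul final) and streptavidin-XL665 (5 nM final). Compounds were titrated 92 nM to 58 uM; 60 min at room temperature.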
* = called active by the depositor; ? = inconclusive; / = no result given; & = joins results of further samples; [ ] = another dose, or the depositor's remark. Unless noted, calls follow the shape of the dose curve; as a rule, active = well fitted curve in the direction sought with a large enough effect; inconclusive = small, poorly fitted or top-dose-only effect, or another doubt; inactive = no such curve, though single readings can be large; an effect the other way counts as inactive or inconclusive. Potency is read from the fitted curve at half-maximal effect. A portion of the library, so the mix of outcomes need not match the whole.

Screens in order: Rab9 prom act	ELG1 genotox	uPA generation	CXXC DNA block	NPC1 prom act	p53 reactivation	BRCA1 expr act	Gal4-VP16 FLuc	RORgamma inh	FLuc counter	MBNL1 CUG block
[1] COc1ccc(N=c2oc3c(OC)cccc3cc2C(=O)NCc2ccco2)c(OC)c1
 : 1%	19%	3%	2%	9%	7%	9%	0%	47%	1%	-9%
[2] Cc1ccccc1C(=O)NCCOc1ccccc1Cl
 : 0.56µM*	5.8µM*	-6%	-3%	0.63µM*	3%	?	3%	-41%	8.5µM*	5%
[3] Cn1cnc(S(=O)(=O)N2CCN(C(c3ccc(F)cc3)c3ccc(F)cc3)CC2)c1
 : -2%	0%	-3%	17%	2%	-5%	-24%	-13%	-8%	0%	8%
[4] COc1ccc(NC(=O)CSc2nncs2)cc1S(N)(=O)=O
 : -1%	2%	-4%	-4%	-4%	15%	8%	9%	15%	2%	3%
[5] Cc1cccc(Oc2nc3c(c(=O)n(C)c(=O)n3C)n2C)c1
 : -4%	-9%	2%	-1%	-1%	-3%	-5%	-4%	-12%	-2%&-4%	-3%
[6] Cc1ccc2nc(Nc3nc(CSc4nnnn4-c4ccccc4)cc(=O)[nH]3)nc(C)c2c1
 : -2%	-1%	-2%	3%	-2%	1%	2%[1.84 µM]	14%	7%	?	1%
[7] Cn1c(=O)[nH]c(=O)c2c1nc(Sc1ccccc1)n2CCc1ccccc1
 : -6%	7%	-1%	-10%	-1%	-2%	41%	8%	17%	-2%	4%
[8] CC1CC(C)CN(S(=O)(=O)c2ccc3c(c2)CCN3C(=O)C2CC2)C1 (configuration not stated)
 : -2%	-7%	0%	10%	0%	-5%	-19%	-20%	14%	0%	0%
[9] Cc1ccc2c(c1)N(CC(=O)Nc1c(C)cccc1C)C(=O)c1cccnc1O2
 : 0%	-1%	5%	8%	3%	-20%	-7%	-3%	-10%	3%	1%
[10] c1ccc(CN2CCCC3(CCCN(Cc4nc(CC5CC5)no4)C3)C2)cc1 (configuration not stated)
 : 1%	0%	11%	2%	-3%	0%	-9%	4%	1%	-1%	-6%
[11] CC(C)(C)c1ccc(C(=O)NCCC(=O)Nc2ccc3c(c2)OCCO3)cc1
 : 2%	14%	1%	/	16%	20%	51%	/	/	-1%	/
[12] COc1ccc(-n2ncc3c(Nc4cccc(C)c4)ncnc32)cc1
 : 4µM*	?	-1%	14%	2.8µM*	9%	?	-1%	28%	11µM*	-5%
[13] N#C/C(=C\c1ccco1)Sc1nc2ccccc2s1
 : 11%	?	-6%	34%[activator]	1%	12%	9%	13µM*	-10%	-16%	?
[14] CCC(=O)Oc1oc(-c2ccccc2)nc1C=Nc1ccccc1OC
 : -1%	-4%	0%	-22%	-1%	3%	-13%	?	19%	2%[2.3 µM]	-4%
[15] O=C(COC(=O)[C@H](Cc1ccccc1)NC(=O)c1cccs1)NC1CCCCC1
 : 0%	-2%	0%	-7%	-1%	2%	1%	-1%	79%	6%	-16%

Screens in order: Rab9 prom act	ELG1 genotox	uPA generation	CXXC DNA block	NPC1 prom act	p53 reactivation	BRCA1 expr act	Gal4-VP16 FLuc	RORgamma inh	FLuc counter	MBNL1 CUG block
[16] Cc1cc(Nc2ccc(F)cc2F)n2nc(C)nc2n1
 : -2%	7%	-4%	-2%	1%	-3%	3%	-12%	-6%	11%	-3%
[17] O=C(CC1C(=O)NCCN1Cc1ccccc1C(F)(F)F)NC1CCC1 (configuration not stated)
 : 0%	-3%	0%	5%	0%	-7%	2%	-12%	30%	-4%	1%
[18] O=[N+]([O-])c1ccc(Cl)c(/C=N/N2CCN(Cc3ccc(Cl)cc3)CC2)c1
 : -1%	0%	-1%	12%	-1%	2%	0%[1.84 µM]	-3%	-11%	-1%	-10%
[19] Cc1c(NC(=O)C(C)N(c2ccccc2)S(C)(=O)=O)c(=O)n(-c2ccccc2)n1C (configuration not stated)
 : 1%	-2%	4%	-5%	1%	2%	-5%	-9%	3%	-2%	-6%
[20] CC(=O)Nc1ccc(S(=O)(=O)Nc2ccccc2C(=O)N2CCCCCC2)cc1
 : -8%	2%	7%	7%	1%	/	14%	-3%	-25%	6%	-3%
[21] Cc1cc(C)n(S(=O)(=O)c2ccc3ccccc3c2)n1
 : 0%	-5%	-1%	3%	-3%	-6%	6%	-4%	4%	-2%[2.3 µM]	-6%
[22] O=C(O)CN1C(=O)C(=O)N(Cc2ccc(C(F)(F)F)cc2)C1=O
 : -6%	0%	2%	-13%	0%	1%	1%	-1%	10%	1%	7%
[23] O=C(CN1CCN(c2ccccn2)CC1)Nc1cccc(S(=O)(=O)N2CCOCC2)c1
 : -1%	-3%	1%	-26%	-3%	-3%	8%	4%	20%	1%	13%
[24] COc1cc(NC(=O)COc2ccccc2Cl)ccc1NC(=O)C(C)C
 : -7%	-8%	-3%	3%	-1%	0%	35%	-13%[10 µM]	14%	2%	0%
[25] Cc1onc(-c2c(F)cccc2Cl)c1C(=O)NCc1ccccc1
 : 3%	-3%	-1%	15%	2%	/	0%	-3%	-12%	2%	-5%
[26] COC(=O)c1c(NC(=O)COC(=O)Cn2cnc3ccccc32)sc2c1CCCC2
 : 1%	-4%	1%	-4%	-3%	-8%	-10%	-17%	-10%	-5%	1%
[27] Cc1ccc2nc(-c3ccc(NS(=O)(=O)c4c(C)n(C)c(=O)n(C)c4=O)cc3)sc2c1
 : 2.8µM*	15%	-30%	-11%	3.2µM*	22%	64%	?	20%	1.9µM*	151%[activator]
[28] CCOC(=O)c1cc(-c2ccccc2)sc1NC(=O)CC(C)C
 : -2%	1%	2%	-6%	-1%	6%	-14%	-16%	?	5%	9%
[29] CCCNC(=O)c1ccccc1C(=O)NC1(C(=O)NCCC)CCCC1
 : 0%	-10%	-9%	-5%	-2%	19%	-2%	-13%	0%	0%	5%
[30] COc1ccc2c3n([n+]([O-])c2c1)CCN=C3c1ccc(Cl)cc1
 : -3%	8%	0%	/	-3%	11%	-19%	/	/	?	/

Screens in order: Rab9 prom act	ELG1 genotox	uPA generation	CXXC DNA block	NPC1 prom act	p53 reactivation	BRCA1 expr act	Gal4-VP16 FLuc	RORgamma inh	FLuc counter	MBNL1 CUG block
[31] CC(=O)NC1=NC(=O)/C(=C/c2cc(C)n(-c3cccc(C(=O)O)c3)c2C)S1
 : -7%	0%	-3%	?	-8%	0%	-13%	-8%	-6%	15µM*	?
[32] O=C(Nc1cccc2ncccc12)c1cccc(Br)c1
 : 0%	0%	-1%	7%	-3%	-4%	-18%	-10%	-17%	-11%	2%
[33] CSc1ccc(/C=C(/NC(=O)c2ccco2)C(=O)N2CCOCC2)cc1
 : 5%	4%	6%	-1%	1%	-15%	-9%	-2%	0%	-2%	5%
[34] Cc1ccc(/C=N/NC(=O)c2nnn(-c3nonc3N)c2C(C)C)o1
 : 3%	-3%	-10%	-6%	-15%	-5%	-19%	-29%	?	?	?
[35] N#Cc1c(-c2ccccc2)nc(SCC(=O)NC2CCCCC2)[nH]c1=O
 : -1%	4%	-5%	15%	0%	-1%	2%	3%	5%	?	36%[activator]
[36] Cc1cc(C)cc(N2CC(O)Cn3c2nc2c3c(=O)[nH]c(=O)n2C)c1 (configuration not stated)
 : -5%	-3%	-15%	-1%	-2%	2%	-49%	7%	9%	7%	-3%
[37] CCOC(=O)C1CCN(C(=O)C(C)N(c2ccc(Oc3ccccc3)cc2)S(C)(=O)=O)CC1 (configuration not stated)
 : -44%[inhibitor]	-10%	?	-3%	-22%	0%	-8%	20µM*	-91%	5%	5%

Printed as active in Rab9 prom act, among the entries above:
no. | compound | Rab9 prom act | uPA generation | CXXC DNA block | NPC1 prom act | p53 reactivation | RORgamma inh | MBNL1 CUG block
2 | Cc1ccccc1C(=O)NCCOc1ccccc1Cl | 0.56µM* | -6% | -3% | 0.63µM* | 3% | -41% | 5%
12 | COc1ccc(-n2ncc3c(Nc4cccc(C)c4)ncnc32)cc1 | 4µM* | -1% | 14% | 2.8µM* | 9% | 28% | -5%
27 | Cc1ccc2nc(-c3ccc(NS(=O)(=O)c4c(C)n(C)c(=O)n(C)c4=O)cc3)sc2c1 | 2.8µM* | -30% | -11% | 3.2µM* | 22% | 20% | 151%[activator]
